Compound activity from PubChem.
Platelet DG rel = platelet dense granule release activity; 300,000 compounds, 0.22% hits; AID 1663; inhibition, %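 (compounds screened at 7.5 µM in platelet-rich plasma)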; human platelet-rich plasma, SFLLRN dense granule ATP release, luminescence;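 active = mean replicate score, as percent of positive control, at or above 50; inconclusive = mean below 50 but at least one replicate at or above 50; inactive = mean and every replicate below 50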
HSP90 refold inh = blocks HSP90-mediated luciferase refolding in reticulocyte lysate; Rabbit reticulocyte lysate, luciferase refolding luminescence, 3 h; inhibition, % at 5.6 µM; 290,000 compounds, 0.91% hits; AID 1789;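 active = inhibition above the screen-wide mean plus 3 SD, computed separately per campaign, cut at about 16% in these data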;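 note: 0% = DMSO wells and 100% = 60 µM geldanamycin wells; inhibitors lower the luminescence because luciferase stays unfolded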
HSF1 inh = HSF1 inhibition. NIH3T3-HGL HSE-luciferase, MG132-induced, luminescence 8 h; active compounds read low. activity change, negative = inhibition, % at 7.5 µM (by protocol). 300,000 compounds, 0.77% hits;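 active = more than half of replicate wells show activity change below -50%, luminescence cut by over half; inconclusive = some wells, but at most half, below -50%; inactive = no replicate well below -50%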;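 note: luciferase reports HSF-1 transcriptional activity via heat shock element; 0% = median of DMSO wells and -100% = zero luminescence signal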
HDAC3 inhib = inhibitors of human histone deacetylase 3 | O15379 | recombinant HDAC3, fluorogenic peptide/trypsin coupled, fluorescence | inhibition, % at 8.3 µM | 320,000 compounds, 0.15% hits | AID 2718; in the data active = inhibition above about 26%, passing the limit was not always enough; inconclusive = no clear call, values can overlap the other calls
Target sequence (O15379 whole entry, looked up): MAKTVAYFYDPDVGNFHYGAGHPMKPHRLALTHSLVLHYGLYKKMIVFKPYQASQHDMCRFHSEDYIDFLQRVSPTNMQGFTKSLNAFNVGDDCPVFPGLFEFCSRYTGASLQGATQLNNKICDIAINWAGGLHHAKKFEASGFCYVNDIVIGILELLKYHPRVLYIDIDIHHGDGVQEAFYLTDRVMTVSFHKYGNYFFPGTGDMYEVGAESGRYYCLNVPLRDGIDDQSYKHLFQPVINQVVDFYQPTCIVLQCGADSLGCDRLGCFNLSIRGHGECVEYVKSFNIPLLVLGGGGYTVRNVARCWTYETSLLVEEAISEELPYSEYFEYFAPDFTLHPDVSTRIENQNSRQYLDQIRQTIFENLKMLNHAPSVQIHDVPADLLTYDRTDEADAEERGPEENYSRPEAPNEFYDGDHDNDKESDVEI
aSyn 5UTR inh = MLPCN primary screen, SNCA 5' untranslated region. alpha-synuclein 5'UTR reporter, inhibitor activity. inhibition, % (tested at 7.5 µM). 300,000 compounds, 0.82% hits; in the data active = inhibition above about 60%; inconclusive = no clear call, values can overlap the other calls;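 note: H4 neuroglioblastoma cells stably carrying SNCA 5'UTR luciferase fusion; 0% = DMSO wells and 100% = positive control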
HSF-1 act = increases HSF-1 driven luciferase reporter signal; NIH3T3-HGL HSF-1 luciferase reporter, MG132, 8 h; 100% = twice DMSO control signal; activation, % at 9 µM; 300,000 compounds, 1.7% hits; AID 504408;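 active = mean replicate activation of at least 50% with a set share of replicates each reaching 50%; inconclusive = only one of those two conditions met; inactive = mean below 50% and too few replicates reaching it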;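 note: 0% = median of the neutral control wells and 100% = twice that signal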
IEC-6 tox = kills IEC-6 intestinal cells in KLF5 counter-screen | 290,000 compounds, 0.78% hits | IEC-6 cytotoxicity, luminescence viability | inhibition, % at 5 µM; in the data active = inhibition above about 22%;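 note: 0% = plate median of test compound wells and 100% = cytotoxic reference compound wells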
HIF activator = HIF pathway transcriptional activation | U2OS HRE-luciferase reporter, luminescence; normalized: DMSO 0%, desferrioxamine 100% | activation, % at 7.5 µM (by protocol) | 300,000 compounds, 0.32% hits | AID 1910;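 active = mean activation of at least 10% of the iron chelator positive control signal, with at least half of replicates also reaching 10%; inconclusive = mean and replicate majority disagree about reaching 10%; inactive = mean and most replicates under 10%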
AI-2 QS modul = modulates the Vibrio harveyi AI-2 quorum sensing system. 300,000 compounds, 0.4% hits. AID 2094. Vibrio harveyi JMH597 AI-2 luminescence/OD600 ratio, 9 h; active compounds read low; strain lacks LuxN and CqsS sensors; 0 = neutral-control median. activity change, % at 7.5 µM; in the data active = activity change below about -75%, passing the limit was not always enough; inconclusive = no clear call, values can overlap the other calls;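 note: luminescence divided by OD600 gain over 9 h not by final OD600 alone; inactives centre near 13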
KLF5 inhibitor = kruppel-like factor 5 inhibition. DLD-1 KLF5 promoter-luciferase reporter, luminescence. inhibition, % at 5 µM. 290,000 compounds, 0.23% hits. AID 1700;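 active = inhibition above a per-plate limit of that plate's mean compound inhibition plus 3 SD, cut at about 60% in these data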;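 note: 0% = DMSO wells and 100% = LY294002 at 200 µM; higher means less KLF5 promoter-driven luciferase light; inactives centre near -14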
Starred values were filed as active, the others as inactive; u = inconclusive; x = no result given.

1: Cc1ccc(S(=O)(=O)NCC(c2ccco2)N2CCc3ccccc32)cc1 (stereo not drawn)
2: Cc1ccc(/C=N/NC(=O)CNC(=O)c2cccs2)o1
3: O=S(=O)(Nc1cccc(-c2nnco2)c1)c1ccc(Cl)cc1
4: COc1cc(O)c(C(CCN2CCN(c3ccccc3)CC2)c2ccc(N(C)C)cc2)c(OC)c1 (stereo not drawn)
5: CC(=O)/C(N=Nc1ccc(C(=O)O)cc1[N+](=O)[O-])=C(\C)O
6: CCS(=O)(=O)c1nc(S(=O)(=O)c2ccc(Cl)cc2)c(NCCCN2CCOCC2)s1
Screen / compound no.	1	2	3	4	5	6
Platelet DG rel	x	-2	-10	16	2	1
HIF activator	1.2	-0.4	-0.6	-0.3	0.0	-0.4
HSF1 inh	3	-6	-1	3	-2	-3
AI-2 QS modul	20	1	42	19	51	60
HDAC3 inhib	-4	1	-4	11	11	-1
HSP90 refold inh	x	0	1	x	-1	0
IEC-6 tox	x	-1	-5	x	0	-12
KLF5 inhibitor	x	-35	5	x	-37	-57
HSF-1 act	5	6	2	-10	-4	4
aSyn 5UTR inh	-3	-14	-18	7	13	15

Record cards (already shown):
Record of Cc1ccc(/C=N/NC(=O)CNC(=O)c2cccs2)o1 = Platelet DG rel = -2; HIF activator = -0.4; HSF1 inh = -6; AI-2 QS modul = 1; HDAC3 inhib = 1; HSP90 refold inh = 0; IEC-6 tox = -1; KLF5 inhibitor = -35; HSF-1 act = 6; aSyn 5UTR inh = -14
Record of O=S(=O)(Nc1cccc(-c2nnco2)c1)c1ccc(Cl)cc1 = Platelet DG rel = -10; HIF activator = -0.6; HSF1 inh = -1; AI-2 QS modul = 42; HDAC3 inhib = -4; HSP90 refold inh = 1; IEC-6 tox = -5; KLF5 inhibitor = 5; HSF-1 act = 2; aSyn 5UTR inh = -18

Later entries
7: NC(=O)CSc1nnc(-c2ccccn2)n1Cc1ccco1
8: CCOc1ccccc1NC(=O)CSc1nnc(-c2ccccn2)n1Cc1ccco1
9: O=C1/C(=C/c2ccco2)CCc2ccccc21
10: COc1ccccc1CNC(=O)c1cc(-c2cccnc2)nc2ccccc12
11: CCC[N+](CC#Cc1ccccc1)(CCC)CC(=O)OC
12: CCOC(=O)c1cc2sc(C)cc2n1C(C)C(=O)OCC (stereo not drawn)
Screen / compound no.	7	8	9	10	11	12
Platelet DG rel	-1	2	10	2	-20	0
HIF activator	0.5	-0.1	2.7	0.0	0.5	0.2
HSF1 inh	-4	13	5	-3	-4	12
AI-2 QS modul	25	13	17	13	13	6
HDAC3 inhib	-1	-4	2	-5	-3	10
HSP90 refold inh	2	2	2	-1	-2	-2
IEC-6 tox	2	-2	-3	0	2	6
KLF5 inhibitor	6	-16	-1	-40	-6	14
HSF-1 act	-3	7	17	6	-6	-11
aSyn 5UTR inh	14	-6	-140	-26	10	22

Exported with bars between the fields: part of the list above.
no. | SMILES | Platelet DG rel | HIF activator | HSF1 inh | AI-2 QS modul | HDAC3 inhib | HSP90 refold inh | IEC-6 tox | KLF5 inhibitor | HSF-1 act | aSyn 5UTR inh
9 | O=C1/C(=C/c2ccco2)CCc2ccccc21 | 10 | 2.7 | 5 | 17 | 2 | 2 | -3 | -1 | 17 | -140
10 | COc1ccccc1CNC(=O)c1cc(-c2cccnc2)nc2ccccc12 | 2 | 0.0 | -3 | 13 | -5 | -1 | 0 | -40 | 6 | -26
7 | NC(=O)CSc1nnc(-c2ccccn2)n1Cc1ccco1 | -1 | 0.5 | -4 | 25 | -1 | 2 | 2 | 6 | -3 | 14

Later entries:
13: CCCCN(Cc1ccco1)C(=O)Cn1ncc2c(=O)oc3ccc(C)cc3c21
14: Cc1nc(NC(=O)/C=C/c2ccccc2)sc1C(=O)NCCO
15: Cc1ccccc1NC(=O)c1ccc2snnc2c1
16: CCOC(=O)c1ccc(N=CC2=C(O)CC(C)(C)CC2=O)cc1
17: O=c1c2ccccc2nc2n1C(CSCc1cccc(C(F)(F)F)c1)CS2 (stereo not drawn)
18: C=CCn1c(SC)nc2sc3c(c2c1=O)CCc1ccccc1-3
Screen / compound no.	13	14	15	16	17	18
Platelet DG rel	20	-3	-6	-3	9	-6
HIF activator	0.0	3.6	0.1	0.2	0.3	0.4
HSF1 inh	-46	2	2	-16	14	-43
AI-2 QS modul	14	17	-2	-4	0	3
HDAC3 inhib	0	3	-5	-5	0	2
HSP90 refold inh	1	6	-1	0	1	4
IEC-6 tox	0	-5	-4	-1	8	1
KLF5 inhibitor	-32	-3	-16	-19	-22	-9
HSF-1 act	-56	-3	-12	-32	-7	-51
aSyn 5UTR inh	-7	-67	4	-34	13	-11

19: NC(=O)c1ccccc1NC(=O)CS(=O)(=O)Cc1ccccc1
20: CC(C)CNC(=O)c1cccc(NC(=O)c2ccc3c(c2)C(=O)N(C)C3=O)c1
21: CCCC(C(=O)NC1CCCC1)N(C(=O)c1snc(C(N)=O)c1N)c1ccc(F)cc1 (stereo not drawn)
22: COc1ccc(/C(O)=C2/C(=O)C(=O)N(CC3CCCO3)C2c2ccc(OC)c(OC)c2)cc1 (stereo not drawn)
23: COc1cccc(N2C(=O)CC(N3CCc4ccccc43)C2=O)c1 (stereo not drawn)
24: COc1ccc(Cl)cc1NC(=O)CNC(c1ccccc1)c1ccccc1
Screen / compound no.	19	20	21	22	23	24
Platelet DG rel	4	0	9	8	5	6
HIF activator	-1.5	-0.8	1.6	0.2	1.3	-0.7
HSF1 inh	-2	-12	4	-8	17	6
AI-2 QS modul	2	15	-3	14	-5	16
HDAC3 inhib	-2	-6	x	-2	-4	-2
HSP90 refold inh	2	-4	4	3	0	-3
IEC-6 tox	-6	0	-1	-1	1	-9
KLF5 inhibitor	-20	-42	-19	-33	-18	-20
HSF-1 act	-23	-2	0	2	18	8
aSyn 5UTR inh	-2	-6	5	-2	-47	6

25: O=C(CSc1ncnc2c1oc1ccccc12)Nc1ccccc1F
26: CC(=O)Nc1cccc2c1C(=O)NC2=O
27: Cc1c(Cl)cccc1NC(=O)NCc1cccnc1
28: O=C1C=C(c2ccccc2)C[C@H](c2cccs2)[C@H]1n1nnc([N+](=O)[O-])n1
29: COc1ccc(Nc2oc(-c3ccc(Cl)cc3)nc2C#N)cc1
30: O=c1cc(O)c(-c2ccc(Cl)c(Cl)c2)c(Cl)[nH]1
Screen / compound no.	25	26	27	28	29	30
Platelet DG rel	-5	-1	4	-12	7	1
HIF activator	-0.1	-0.2	0.2	-2.6	0.6	-0.1
HSF1 inh	-2	1	3	-7	26	5
AI-2 QS modul	16	15	19	1	19	31
HDAC3 inhib	5	-10	1	8	-8	-7
HSP90 refold inh	3	-2	1	-1	-1	0
IEC-6 tox	4	1	6	-5	3	2
KLF5 inhibitor	10	-26	-5	-38	-54	-20
HSF-1 act	2	7	-5	-5	u	-11
aSyn 5UTR inh	-3	8	8	88*	-77	9

31: COCCNC(=O)CSc1nnc(-c2ccccc2)c(-c2ccccc2)n1
32: COc1ccc(CCNC(=S)NCCc2ccc(OC)c(OC)c2)cc1OC
33: Cc1cn(CCC(=O)Nc2ccccc2N2CCOCC2)c2ccccc12
34: O=C(COC(=O)c1ccccc1[N+](=O)[O-])Nc1nnc(-c2ccccc2)o1
35: COCCCn1c(-c2ccco2)nc2ccccc2c1=O
36: CCOC(=O)C1(Cc2ccccc2C(F)(F)F)CCN(Cc2ccc(COC)o2)CC1
Screen / compound no.	31	32	33	34	35	36
Platelet DG rel	-5	6	4	11	6	3
HIF activator	-0.4	0.1	4.4	-0.2	-0.5	-0.8
HSF1 inh	-6	-7	13	-5	-68*	-1
AI-2 QS modul	15	1	16	-22	38	8
HDAC3 inhib	1	0	-2	-1	5	0
HSP90 refold inh	-1	-1	2	x	8	-1
IEC-6 tox	-3	3	8	x	0	-3
KLF5 inhibitor	-10	-29	-83	x	6	-17
HSF-1 act	-1	-7	19	-1	-74	-1
aSyn 5UTR inh	7	16	-106	10	-11	15

37: C=C(C)CSc1nc2c(cc1C#N)CCC2
38: O=C(O)c1ccc(N2C(=O)c3cccc4c(C(=O)O)ccc(c34)C2=O)cc1
39: COc1cccc(NC(=O)CCN2C(=O)c3ccccc3Sc3ncccc32)c1
40: COc1ccccc1Nc1c2c(nc3ccc(N)cc13)CCCC2
41: Nc1nonc1-n1nnc(C(=O)N/N=C/c2cccnc2)c1-c1ccccc1
42: O=C(Nc1ccc(S(=O)(=O)Nc2nccs2)cc1)c1cccc(S(=O)(=O)N2CCOCC2)c1
Screen / compound no.	37	38	39	40	41	42
Platelet DG rel	3	2	2	1	5	21
HIF activator	0.7	0.3	0.3	0.0	-0.5	0.3
HSF1 inh	-2	-2	0	2	4	-5
AI-2 QS modul	-6	37	12	20	20	5
HDAC3 inhib	-1	6	-2	8	8	0
HSP90 refold inh	2	-2	-4	0	-8	-9
IEC-6 tox	0	-10	6	2	-2	0
KLF5 inhibitor	-18	-6	-39	-2	-11	-18
HSF-1 act	0	2	21	3	10	-8
aSyn 5UTR inh	25	-17	-11	32	2	-6

43: CC1(C)C(=O)Nc2ccccc2N1C(=O)COc1cccnc1[N+](=O)[O-]
44: O=C(COc1ccc(Cl)cc1Cl)Nc1ccccc1F
45: CCOc1ccc(NC(=O)CC2C(=O)N(C)C(=S)N2CCCc2ccccc2)cc1 (stereo not drawn)
46: COCCn1cnnc1SCC(=O)Nc1ccccc1C(=O)Nc1ccc2c(c1)OCO2
47: CC(C)[C@H]1C=C(C(=O)O)O[C@@H](OCCCCO)C1
48: COc1ccc(Oc2ncc(CN3CCN(c4ccccc4)CC3)s2)cc1
49: Cc1cc2nc(-c3ccc(NC(=O)c4cccnc4)cc3)oc2cc1C
50: Cc1cccc(OCC(O)CN2CCOCC2)c1 (stereo not drawn)
51: CCOCCOc1cccc(C(=O)NC(c2ccccc2)c2ccccc2)c1
Screen / compound no.	43	44	45	46	47	48	49	50	51
Platelet DG rel	-2	9	0	5	0	-2	u	-3	0
HIF activator	0.5	0.0	0.1	2.8	-0.1	0.9	2.6	0.1	-2.0
HSF1 inh	-2	0	6	1	0	5	10	-9	-1
AI-2 QS modul	12	21	31	24	42	36	29	13	4
HDAC3 inhib	0	-4	9	0	-3	2	-15	-5	1
HSP90 refold inh	2	x	-3	-1	x	1	-1	1	0
IEC-6 tox	-12	x	-1	-1	x	2	1	-4	0
KLF5 inhibitor	-15	x	-4	-32	x	-22	-87	-28	-7
HSF-1 act	0	4	17	13	-10	4	32	8	1
aSyn 5UTR inh	3	-175	28	-70	22	-12	-164	6	-5
